RSV CPE inhibition: RSV antiviral activity via CPE protection, HEp-2 cells, primary 10 µM value included (AID 2391) | HEp-2 cells, RSV-induced CPE inhibition; higher % means a stronger effect | 310,000 compounds, 0.13% hits | one-dose CPE inhibition, % at 10 µM; IC50 in µM for titrated hits; in the data active = a potency from the dose series; also: strong numbers were not always called active
Myeloid diff 2: induction of myeloid progenitor differentiation, primary screen, cell-based, flow cytometry, MLPCN library; ER-HoxA9 myeloid progenitors, lysozyme-GFP differentiation; AID 624256, 2012; 360,000 compounds, 1% hits; calls only at 10 µM;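 active = normalized GFP-positive differentiation at or above the plate's own cutoff, the solvent-only control mean plus 3 SD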;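 also: cells exposed to compound for four days before flow analysis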
MgcRacGAP inhibition: MgcRacGAP GTPase-activating activity inhibitors, confirmation, biochemical, ADP Hunter fluorescence; MgcRacGAP-stimulated Rac1 GTP hydrolysis, ADP Hunter fluorescence; higher % means a stronger effect; GST-tagged Rac1 F28L mutant substrate; inhibition, % at 30 µM, or IC50 in µM where a hit was titrated; 340,000 compounds, 0.6% hits;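 active = first-screen hits whose inhibition reached a set limit at any dose in the follow-up dose series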;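 also: fluorescence reports GDP produced by GAP-driven GTP hydrolysis; strong numbers were not always called active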
UTI89 phage lysis: inhibition of K1F phage lysis, E. coli UTI89, bacterial capsule biogenesis inhibitors, alamar blue (AID 488966) | inhibition, % at 100 µM; hits with a dose series show IC50 in µM | 340,000 compounds, 0.02% hits | E. coli UTI89 K1F phage lysis, alamar blue, 2 h; higher % means a stronger effect;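 active = phage lysis inhibition, versus mean bacterial control, above a set limit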;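 also: capsule biogenesis inhibitors block K1F phage lysis so surviving cells raise fluorescence; higher fluorescence means more inhibition of phage lysis; actives were called in the ten point dose series up to 300 µM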
TNAP activation fold: human TNAP enzyme activators, primary screen, biochemical, luminescent, no phosphate acceptor, uHTS (AID 1001) | Alkaline phosphatase, tissue-nonspecific isozyme (Homo sapiens) | one-dose activation fold at 20 µM; EC50 in µM for titrated hits | 200,000 compounds, 0.03% hits | purified TNAP, luminescent activation assay, no phosphate acceptor; higher activation fold means a stronger effect; in the data active = activation fold from about 3, or a potency from the dose series; inactive = the rest, 99 in 100 with activation fold below about 1.6; also: many of its hits are not listed in these tables
Salmonella PhoP GFP: inhibitors of PhoP regulon expression, primary screen, Salmonella Typhimurium, GFP reporter (AID 1863). S. Typhimurium PhoP-regulated promoter GFP reporter, 4 h; higher % means a stronger effect. inhibition, % at 50 µM, or IC50 in µM where a hit was titrated. 300,000 compounds, 0.16% hits;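 active = inhibition over 29.93%, a cutoff 3 SD above the screen mean, later confirmed by dose response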;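 also: 0% = low Mg2+ inducing control and 100% = high Mg2+ repressing control; strong numbers were not always called active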
T cell modulator: modulators of CD8 T cell-vesicle binding, primary screen, mouse 2C CD8+ T cells, flow cytometry | 2C CD8+ T cell-vesicle binding; active compounds read low | calls only at 7 µM | 330,000 compounds, 0.068% hits | AID 2052, 2009;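 active = response, share of CD8 T cells binding vesicles, and their 90th percentile fluorescence all below set limits, cut at about 80% in these data, passing the limit was not always enough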
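Read-out – percent CD8+ FL2 mean versus row control · System – murine 2C transgenic CD8+ T lymphocytes · Times – 1.5 h cell–vesicle binding at 37 °C, then 20 min icy labelling · Control set – naked vesicles low, QL9 vesicles with vehicle high · Detection – cytometric PE anti-B7-1 and Alexa647 anti-CD8 signals after 1% paraformaldehyde fixation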
NTR1 agonist: agonists of NTR1, primary screen, imaging, U2OS cells, beta-arrestin-GFP, high content (AID 493036). NTR1-U2OS beta-arrestin-GFP spot imaging, agonist mode. 330,000 compounds, 0.17% hits. activation, % at 20 µM;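 active = activation at or above 40% of the spot to cytoplasm intensity ratio, with at least 20 cells analyzed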;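 also: 0% = DMSO without peptide and 100% = 100 nM NTR1 peptide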
Target sequence (P30989 whole entry, looked up): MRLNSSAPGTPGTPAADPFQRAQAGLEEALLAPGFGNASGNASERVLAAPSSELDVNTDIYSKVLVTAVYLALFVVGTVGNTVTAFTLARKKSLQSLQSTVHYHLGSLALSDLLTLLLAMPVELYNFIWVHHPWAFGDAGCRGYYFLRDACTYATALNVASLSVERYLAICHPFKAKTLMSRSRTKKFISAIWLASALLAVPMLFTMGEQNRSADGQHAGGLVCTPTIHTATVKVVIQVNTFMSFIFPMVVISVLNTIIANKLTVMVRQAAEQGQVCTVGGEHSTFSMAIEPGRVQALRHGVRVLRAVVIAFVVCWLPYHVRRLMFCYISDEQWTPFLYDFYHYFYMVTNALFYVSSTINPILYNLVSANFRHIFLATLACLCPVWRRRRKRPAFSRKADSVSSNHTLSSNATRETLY
Large T inhibition: SV40 large T antigen inhibitors, biochemical (AID 1903); SV40 large T antigen ATPase/helicase inhibition assay; higher % means a stronger effect; inhibition, % at 20 µM; hits with a dose series show IC50 in µM; 310,000 compounds, 0.39% hits; in the data active = a potency from the dose series; also: strong numbers were not always called active
T cell modulator vesicle-bound %: also measured in T cell modulator; calls as there; double positive events, %; measured here: CD8+ vesicle-bound cell fraction;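 binding gate set so that unloaded-vesicle control wells show 10% double positive cells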
NTR1 agonist cell count 20 µM: recorded beside NTR1 agonist, whose call it bears; cell count; measured here: cell count, cytotoxicity flag
Myeloid diff 2 GFP+ MAC1+ %: also measured in Myeloid diff 2; calls as there; GFP+ MAC1+ double positive, %; measured here: differentiation confirmed by MAC1 staining
Numbers without * were called inactive; i = inactive; x = no result given; & = joins results of further samples; [ ] = dose if it differs, or a comment. Random draw from the library; overall some 2.3% were active at least once.

Start of the data: the first 2 compounds (preview)
SMILES | RSV CPE inhibition | Myeloid diff 2 | Myeloid diff 2 GFP+ MAC1+ % | MgcRacGAP inhibition | UTI89 phage lysis | TNAP activation fold | Salmonella PhoP GFP | T cell modulator | T cell modulator vesicle-bound % | NTR1 agonist | NTR1 agonist cell count 20 µM | Large T inhibition
C[C@]12c3[nH]c4cc(-c5ccco5)ccc4c3CCN1C(=O)[C@@H](CC(=O)NCC13CC4CC(CC(C4)C1)C3)C[C@@H]2C(=O)N1CCOCC1 | x | i | 0.9 | 10% | 0.5% | x | x | x | x | 2.4 | 40 | x
Cc1cccc(C(=O)NCC(=O)N2CCN(S(=O)(=O)c3ccccc3)CC2)c1 | -2.3% | i | 0.4 | 4% | 1.2%[50 µM] | x | -1% | i | 36 | 0.1 | 43 | 15%

This part in full, repeating the preview:
SMILES | RSV CPE inhibition | Myeloid diff 2 | Myeloid diff 2 GFP+ MAC1+ % | MgcRacGAP inhibition | UTI89 phage lysis | TNAP activation fold | Salmonella PhoP GFP | T cell modulator | T cell modulator vesicle-bound % | NTR1 agonist | NTR1 agonist cell count 20 µM | Large T inhibition
C[C@]12c3[nH]c4cc(-c5ccco5)ccc4c3CCN1C(=O)[C@@H](CC(=O)NCC13CC4CC(CC(C4)C1)C3)C[C@@H]2C(=O)N1CCOCC1 | x | i | 0.9 | 10% | 0.5% | x | x | x | x | 2.4 | 40 | x
Cc1cccc(C(=O)NCC(=O)N2CCN(S(=O)(=O)c3ccccc3)CC2)c1 | -2.3% | i | 0.4 | 4% | 1.2%[50 µM] | x | -1% | i | 36 | 0.1 | 43 | 15%
CN1CCN(C(=S)c2cn(Cc3cccc(F)c3)c3ccccc23)CC1 | -1.9% | i | 0.2 | 4% | 0.6% | 1.1 | 2% | i | 36 | -1.1 | 32 | 24%
Cc1ccc(CN(c2ccc(C(=O)NCc3ccc4c(c3)OCO4)cc2)S(C)(=O)=O)cc1 | 0.5% | i | 8.2 | 5% | 1.4% | 1.1 | 3% | i | 15 | 2.8 | 51 | 7%
COc1ccc(NC(=O)c2cc([N+](=O)[O-])ccc2N2CCN(C)CC2)cc1 | 0.0% | i | 0.4 | 6% | -0.2% | 1.1 | x | i | 50 | -0.6 | 20 | x
Cc1cc(NC(=O)C2COc3ccccc3O2)no1 (centres undefined) | 2.4% | i | 1.8 | 17% | 0.2% | 0.9 | 5% | i | 43 | -0.7 | 102 | 2%
CN1C2CCC1CC(OC(=O)c1c[nH]c3ccccc13)C2 (centres undefined) | -1.2%&-2.1% | i | 1.4&5.7 | 8%&6% | 1.0%&2.9% | 1 | -8%&-9% | i | 24&36 | 1.6&0.3 | 57&54 | 10%&7%
NS(=O)(=O)c1cc2c(cc1Cl)NCNS2(=O)=O | -1.1% | i | 2.4 | -5% | -0.5% | 1 | 5% | i | 34 | -1.5 | 73 | 16%
CC(CC1CC(C)(C)OC1=O)C(=O)Nc1ccc([N+](=O)[O-])cc1 (centres undefined) | 3.1% | i | 0.3 | 4% | -0.7% | 1.2 | -7% | i | 6 | 1.2 | 41 | 10%
O=C(Nc1cc2c(cc1Cl)OCCO2)c1ccco1 | 1.0% | i | 1.1 | 9% | 0.2% | 1.1 | 1% | i | 58 | -2.6 | 79 | 4%
COc1ccc(CN2CCCC(C(=O)N3CCCC3)C2)cc1 (centres undefined) | -0.6% | i | 0.8 | 109µM* | -0.1% | 1 | 4% | i | 28 | 0.5 | 91 | 13%
CCOC(=O)N1CCN(c2ccc(S(=O)(=O)N3CCC(C)CC3)cc2[N+](=O)[O-])CC1 | 3.2% | i | 0.7 | 0% | -0.3%[50 µM] | x | x | i | 28 | 1.9 | 47 | x
O=S(=O)(c1ccc(F)cc1)N(CCO)CC(O)Cn1c2ccccc2c2ccccc21 (centres undefined) | -1.6% | i | 8.2 | -4% | 2.0% | 1 | 14% | i | 23 | 9.5 | 93 | 12%
O=C(CCCN1C(=O)c2ccccc2C1=O)Oc1ccc(F)cc1 | -0.5% | i | 0.8 | 2% | 2.4% | 1 | 6% | i | 52 | -1.0 | 70 | -6%
O=C(COC(=O)c1ccncc1)NCCCc1ccccc1 | 0.6% | i | 0.2 | 2% | -0.2% | 1.1 | -5% | i | 60 | -0.3 | 66 | 11%
Cc1ccc(N/C=C2\CCCCC2=O)c(C)c1 | 3.6% | i | 0.1 | 5% | 3.1% | 1 | 4% | i | 28 | 0.9 | 75 | 9%
Cc1cc(C(F)(F)F)n2ncc(-c3ccccc3)c2n1 | -0.1% | i | 0.7 | 5% | 0.6% | 1.1 | 6% | i | 34 | 1.0 | 108 | 2%
Cc1[nH]c2ccccc2c1C(=O)COC(=O)c1ccccc1O | x | i | 1.0 | -2% | 0.4% | x | x | i | 39 | 9.2 | 62 | x
N/C(=N\OC(=O)c1ccoc1)c1ccc(Br)cc1 | 0.7% | i | 0.9 | 7% | 0.2%[50 µM] | x | 2% | i | 56 | 0.7 | 42 | 9%
O=C(Nc1ncccn1)C1CCCCC1 | -0.9% | i | 0.5 | 6% | 0.3% | 1.1 | -7% | i | 52 | 0.7 | 42 | 20%
CCOC(=O)N1CCN(S(=O)(=O)N2CCCC(C(=O)NCCc3ccccc3)C2)CC1 (centres undefined) | 2.5% | i | 1.0 | 7% | 0.4% | x | -6% | i | 17 | 0.5 | 60 | -6%
Cc1ccccc1-c1nnc(SCC(=O)c2c(N)n(C3CC3)c(=O)[nH]c2=O)o1 | 3.6% | i | 1.3 | 2% | 0.4%[50 µM] | x | x | i | 47 | 1.8 | 80 | x
CC(C)C(=O)NC(=S)Nc1ccc(S(=O)(=O)NC2CCCCC2)cc1 | 21% | i | 1.0 | 4% | 0.2%[50 µM] | x | 9% | i | 11 | -0.2 | 54 | 1%
COC(=O)c1cccc(Cn2nc(C)c([N+](=O)[O-])c2C)c1 | 1.2% | i | 0.1 | 0% | -0.2% | 1 | -5% | i | 15 | 0.2 | 28 | -1%
Cc1cc2occ(CC(=O)N(CC(C)C)c3c(N)n(Cc4ccccc4)c(=O)[nH]c3=O)c2cc1C | -2.1% | i | 1.3 | 9% | 0.5%[50 µM] | x | -4% | i | 34 | 3.1 | 61 | 17%
COC(=O)c1sc(NC(=O)c2ccc([N+](=O)[O-])o2)c(C#N)c1C | 8.6% | i | 0.9 | 9% | 1.2% | x | -4% | i | 19 | 5.2 | 60 | 11%
CCCN1CNC(=S)N(c2cc(C)ccc2C)C1 | 0.5% | i | 0.9 | 4% | 0.2% | 1 | 1% | i | 34 | -1.2 | 71 | 14%
OCCN1CCN(C2Cc3cc(Cl)ccc3Sc3ccc(Cl)cc32)CC1 (centres undefined) (tested in a mixture with another compound) | 42% | i | 1.3 | 11% | -20% | 1.1 | 6% | i | 34 | 9.8 | 70 | 10%
COc1cc(NS(=O)(=O)c2ccc(NC(=O)C34CC5CC(CC(C5)C3)C4)cc2)ncn1 | 3.6% | i | 0.8 | 12% | 0.8% | 1.1 | 6% | i | 53 | 0.1 | 34 | 0%
COc1cccc(Oc2coc3cc(OC(=O)N4CCOCC4)ccc3c2=O)c1 | 8.2% | i | 0.2 | 9% | 0.2% | 1.1 | 5% | i | 60 | -0.4 | 87 | 0%
Cc1ccccc1C(=O)NCCCNC(=O)c1ccccn1 | 1.1% | i | 0.4 | 8% | 0.1% | x | 1% | i | 46 | -0.3 | 53 | 12%
CC(C)OP(=O)(c1ccccc1)c1ccccc1 | 2.2% | i | 0.3 | 3% | 1.4%[50 µM] | 0.9 | 6% | i | 5 | 0.2 | 51 | 0%
Cc1ccc(CNC(=O)COC(=O)COc2ccc(C#N)cc2)cc1 | 0.5% | i | 0.2 | -1% | 0.3%[50 µM] | x | x | i | 33 | -0.8 | 70 | x
CCOC(=O)N1CCN(C(=O)c2c[nH]c3ccc(S(=O)(=O)N(C)c4cccc(C)c4)cc3c2=O)CC1 | 2.1% | i | 1.3 | 6% | 2.5% | x | 0% | i | 15 | 0.9 | 64 | 7%
CCOC(=O)c1sc(=S)n(-c2cccc(C(F)(F)F)c2)c1SC | 1.7% | i | 2.1 | 0% | -0.1% | 1 | -15% | i | 27 | 0.4 | 90 | 11%
C/C(=N\N1CCN(C2c3ccccc3-c3ccccc32)CC1)c1ccco1 | 1.6% | i | 0.7 | 7% | 6.0% | 1.1 | 2% | i | 34 | 4.0 | 47 | 23%
Oc1c(Cl)cc(Cl)cc1CNc1ccc(Br)cn1 | 1.2% | i | 0.8 | 5% | 1.1% | 1.1 | 6% | i | 23 | -6.3 | 102 | 4%
CCOC(=O)c1sc(N(Cc2ccccc2)C(=O)COC(=O)c2ccccc2O)nc1C | 4.7% | i | 0.4 | 5% | 1.9%[50 µM] | 1 | -2% | i | 45 | -0.2 | 67 | -3%
CCCNC(=O)CCc1c(C)nc2c(c(C)nn2-c2ccccc2)c1C | 2.6% | i | 0.9 | 5% | -0.1% | x | -2% | i | 13 | -0.9 | 107 | 9%
Cc1ccc(CNC(=O)Cn2nnc3ccccc3c2=O)cc1 | -1.2% | i | 0.7 | 2% | 0.4% | 0.9 | 2% | i | 49 | 0.4 | 41 | 15%
Cc1ccc(S(=O)(=O)N2CCN(C(=O)COC(=O)Cc3ccc(Cl)cc3)CC2)c(C)c1 | 1.2% | i | 0.4 | 7% | -0.4%[50 µM] | x | x | i | 44 | 3.3 | 66 | x
CCOC(=O)N1CCN(C(=O)C2CCN(S(=O)(=O)c3ccc(Cl)cc3)CC2)CC1 | -0.5% | i | 1.1 | 5% | 0.1% | 1 | 20% | i | 50 | 8.2 | 90 | -12%
C=CCOc1ccc(CNC(C)(C)CO)cc1OCC | 1.1% | i | 0.7 | 12% | 0.2% | 1.1 | 2% | i | 51 | -0.9 | 33 | -3%
CC(C)N1C(=O)/C(=C/c2nc3ccccc3c(=O)n2-c2ccccc2)c2ccccc21 | -4.3% | i | 0.3 | 13% | 0.3% | 1 | -8% | i | 42 | 12 | 37 | 13%
COc1ccc(/C=N/NC(=O)c2ccc(CSc3nc(C)cc(C)n3)cc2)cc1O | 2.4% | i | 0.4 | 114µM* | -0.6% | 1 | -4% | i | 40 | -0.3 | 64 | 16%
O=C(Cc1cccs1)Nc1nnc(SCc2ccc(F)cc2)s1 | 1.8% | i | 0.9 | 8% | 2.1% | 1.1 | 8% | i | 10 | -0.7 | 58 | 10%
COc1ccc(C(=O)NCC(C)(C)CNC(=O)c2ccc(OC)c(OC)c2)cc1OC | 1.4% | i | 0.4 | -9% | -1.9% | x | x | i | 26 | 1.4 | 40 | 8%

Bioassay records as filed in PubChem.
